HDAC3 inhib: human HDAC3 inhibition. AID 2718. 320,000 compounds, 0.15% hits. recombinant HDAC3, fluorogenic peptide/trypsin coupled, fluorescence. inhibition, % at 8.3 µM; in the data active means inhibition above about 26%, passing the limit was not always enough; inconclusive means no clear call, values can overlap the other calls
Target sequence (O15379 whole entry, looked up): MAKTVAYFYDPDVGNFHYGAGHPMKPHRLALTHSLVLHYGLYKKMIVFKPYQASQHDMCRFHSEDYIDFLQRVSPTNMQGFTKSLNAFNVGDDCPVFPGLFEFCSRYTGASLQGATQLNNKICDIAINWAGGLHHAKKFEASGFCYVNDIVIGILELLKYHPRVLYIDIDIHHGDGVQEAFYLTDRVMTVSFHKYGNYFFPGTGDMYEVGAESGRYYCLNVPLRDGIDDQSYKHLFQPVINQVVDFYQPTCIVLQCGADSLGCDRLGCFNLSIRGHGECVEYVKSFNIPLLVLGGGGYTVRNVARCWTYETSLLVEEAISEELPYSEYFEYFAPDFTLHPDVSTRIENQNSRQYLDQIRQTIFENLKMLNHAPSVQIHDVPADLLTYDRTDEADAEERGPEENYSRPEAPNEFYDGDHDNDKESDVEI
aSyn UTR inh: 5' untranslated region of α-synuclein, MLPCN primary screen | alpha-synuclein 5'UTR reporter, inhibitor activity | inhibition, % (tested at 7.5 µM) | 300,000 compounds, 0.82% hits | AID 1813; in the data active means inhibition above about 60%; inconclusive means no clear call, values can overlap the other calls;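 further: H4 neuroglioblastoma cells stably carrying SNCA 5'UTR luciferase fusion; 0% = DMSO wells and 100% = positive control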
HSP90 inh: inhibitors of HSP90 luciferase refolding in rabbit reticulocyte lysate | luciferase refolding luminescence, 3 h | inhibition, % at 5.6 µM | 290,000 compounds, 0.91% hits;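 active means inhibition above the screen-wide mean plus 3 SD, computed separately per campaign, cut at about 16% in these data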;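 further: 0% = DMSO wells and 100% = 60 µM geldanamycin wells; inhibitors lower the luminescence because luciferase stays unfolded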
Platelet DG rel: platelet dense granule release activity; 300,000 compounds, 0.22% hits; inhibition, %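 (compounds screened at 7.5 µM in platelet-rich plasma)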; human platelet-rich plasma, SFLLRN dense granule ATP release, luminescence;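 active means mean replicate score, as percent of positive control, at or above 50; inconclusive means mean below 50 but at least one replicate at or above 50; inactive means mean and every replicate below 50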
HSF1 inhib: HSF1 inhibition | AID 2098 | activity change, negative = inhibition, % at 7.5 µM (by protocol) | 300,000 compounds, 0.77% hits | NIH3T3-HGL HSE-luciferase, MG132-induced, luminescence 8 h; stronger effect = lower value;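 active means more than half of replicate wells show activity change below -50%, luminescence cut by over half; inconclusive means some wells, but at most half, below -50%; inactive means no replicate well below -50%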;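 further: luciferase reports HSF-1 transcriptional activity via heat shock element; 0% = median of DMSO wells and -100% = zero luminescence signal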
IEC-6 tox: IEC-6 cytotoxicity, counter-screen for KLF5 inhibitors; luminescence viability; inhibition, % at 5 µM; 290,000 compounds, 0.78% hits; AID 1825; in the data active means inhibition above about 22%;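 further: 0% = plate median of test compound wells and 100% = cytotoxic reference compound wells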
KLF5 inhibitor: inhibitors of KLF5 expression. DLD-1 KLF5 promoter-luciferase reporter, luminescence. 290,000 compounds, 0.23% hits. AID 1700. inhibition, % at 5 µM;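 active means inhibition above a per-plate limit of that plate's mean compound inhibition plus 3 SD, cut at about 60% in these data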;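 further: 0% = DMSO wells and 100% = LY294002 at 200 µM; higher means less KLF5 promoter-driven luciferase light; inactives centre near -14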
HIF activator: HIF pathway transcriptional activation. U2OS HRE-luciferase reporter, luminescence; normalized: DMSO 0%, desferrioxamine 100%. activation, % at 7.5 µM (by protocol). 300,000 compounds, 0.32% hits. AID 1910;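 active means mean activation of at least 10% of the iron chelator positive control signal, with at least half of replicates also reaching 10%; inconclusive means mean and replicate majority disagree about reaching 10%; inactive means mean and most replicates under 10%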
HSF-1 act: increases HSF-1 driven luciferase reporter signal; NIH3T3-HGL HSF-1 luciferase reporter, MG132, 8 h; 100% = twice DMSO control signal; 300,000 compounds, 1.7% hits; AID 504408; activation, % at 9 µM;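 active means mean replicate activation of at least 50% with a set share of replicates each reaching 50%; inconclusive means only one of those two conditions met; inactive means mean below 50% and too few replicates reaching it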;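 further: 0% = median of the neutral control wells and 100% = twice that signal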
AI-2 QS mod: modulates the Vibrio harveyi AI-2 quorum sensing system; Vibrio harveyi JMH597 AI-2 luminescence/OD600 ratio, 9 h; stronger effect = lower value; strain lacks LuxN and CqsS sensors; 0 = neutral-control median; activity change, % at 7.5 µM; 300,000 compounds, 0.4% hits; in the data active means activity change below about -75%, passing the limit was not always enough; inconclusive means no clear call, values can overlap the other calls;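 further: luminescence divided by OD600 gain over 9 h not by final OD600 alone; inactives centre near 13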
* hit, by the source's call; u = inconclusive; x = no result given.

1	Cc1ccc(N2CC(C(=O)NCCS(=O)(=O)N3CCN(c4ccccc4)CC3)CC2=O)cc1 (centres undefined)
2	O=C(CSC1=NCCS1)Nc1nc(-c2ccccc2)cs1
3	CCc1ccc(/C=C2\SC(=S)N(CCCC(=O)Nc3ccccc3C(=O)O)C2=O)cc1
4	Cc1noc(C)c1CSc1cc(C)c2ccccc2n1
5	CC(C)[C@H](NC(=O)c1c(F)cccc1F)C(=O)Nc1cccc(Br)c1
6	COc1cc2c(cc1/C=C1/NC(=O)N(c3ccccc3)C1=O)OCO2
7	Cc1cccc(OCCCn2c(=O)sc3ccccc32)c1
8	Cc1cccc(NC(=S)N/N=C/C(C)c2ccccc2)c1C (centres undefined)
Assay by compound	1	2	3	4	5	6	7	8
HDAC3 inhib	2	1	u	x	-1	-3	4	10
aSyn UTR inh	0	-83	38	12	6	-142	-90	4
HSP90 inh	-3	-2	7	0	4	0	-7	-3
Platelet DG rel	9	1	1	-6	24	6	2	-3
HSF1 inhib	3	9	-16	-13	1	5	39	-1
IEC-6 tox	-4	-4	3	5	-2	6	-2	-3
KLF5 inhibitor	2	-47	10	-7	-18	-25	-16	12
HIF activator	-0.1	1.6	-3.6	-0.1	0.4	1.4	1.8	-0.2
HSF-1 act	1	17	-26	-26	15	14	33	23
AI-2 QS mod	25	15	18	12	1	-2	11	8

9	O=C1N/C(=N/N=C/c2ccc(F)cc2)SC1c1ccccc1 (centres undefined)
10	C/C=C(/C)C(=O)OC1Cc2c(ccc3ccc(=O)oc23)OC1(C)C (centres undefined)
11	CCN(CC)C1=C(Cl)C(=O)C(Cl)C12OCCO2 (centres undefined)
12	COc1ccc(OCC2CCNCC2)cc1
13	CC(/C=C/c1ccccc1)=N\NC(=O)C1CC1(C)c1ccccc1 (centres undefined)
14	O=S(=O)(Cc1nnnn1-c1ccc(Br)cc1)c1ccc(F)cc1
15	CCCc1cc(=O)oc2cc(OCC(=O)N3C[C@H]4C[C@@H](C3)c3cccc(=O)n3C4)c(Cl)cc12
16	O=C(Nc1ccc(F)cc1)NC1CCN(Cc2c(F)cccc2Cl)CC1
Assay by compound	9	10	11	12	13	14	15	16
HDAC3 inhib	10	-9	3	3	0	6	1	3
aSyn UTR inh	-11	-8	1	-27	-17	-4	0	5
HSP90 inh	3	x	-2	7	2	6	-6	-3
Platelet DG rel	-4	-4	8	2	-2	-9	-6	-6
HSF1 inhib	2	5	-4	-6	11	3	36	-3
IEC-6 tox	-1	x	0	6	-4	-3	0	-5
KLF5 inhibitor	-14	x	-25	-6	-5	-18	-8	-18
HIF activator	0.2	-0.7	0.1	0.0	0.1	-0.6	-0.1	0.0
HSF-1 act	17	7	-6	1	13	8	57*	0
AI-2 QS mod	32	10	1	4	4	-16	16	2

Looked up by compound from above (2):
13	CC(/C=C/c1ccccc1)=N\NC(=O)C1CC1(C)c1ccccc1 (centres undefined)
11	CCN(CC)C1=C(Cl)C(=O)C(Cl)C12OCCO2 (centres undefined)
Assay by compound	13	11
HDAC3 inhib	0	3
aSyn UTR inh	-17	1
HSP90 inh	2	-2
Platelet DG rel	-2	8
HSF1 inhib	11	-4
IEC-6 tox	-4	0
KLF5 inhibitor	-5	-25
HIF activator	0.1	0.1
HSF-1 act	13	-6
AI-2 QS mod	4	1

Next part.
17	CC(=O)Nc1ccc(S(=O)(=O)N2CCN(c3cc(C(F)(F)F)ccn3)CC2)cc1
18	O=C(CN1C(=O)NC2(CCCCCCC2)C1=O)NC(=O)NCc1ccco1
19	CNC(=S)Nc1ccc(Cc2ccncc2)cc1
20	CCCCNC(=O)c1cc([N+](=O)[O-])[nH]n1
21	Cc1c2cnn(CC(=O)Nc3c(F)c(F)cc(F)c3F)c(=O)c2c(C)n1Cc1ccc(F)cc1
22	O=C(COC(=O)CCSc1ccccc1)NCc1ccc(F)cc1
23	O=P(c1ccccc1)(c1ccccc1)C(O)c1ccco1 (centres undefined)
24	O=C(NC(Nc1ccccn1)C(Cl)(Cl)Cl)c1ccccc1 (centres undefined)
Assay by compound	17	18	19	20	21	22	23	24
HDAC3 inhib	-9	-2	-3	12	-9	2	1	1
aSyn UTR inh	-12	18	11	20	-13	18	-9	0
HSP90 inh	-1	1	-2	-6	-2	-1	4	2
Platelet DG rel	12	15	-7	20	-4	0	-4	4
HSF1 inhib	5	7	0	1	2	-6	-21	15
IEC-6 tox	1	14	0	0	-2	-6	-2	-4
KLF5 inhibitor	-4	4	12	19	-24	-29	-3	-42
HIF activator	-0.7	0.3	-0.2	0.5	0.1	0.3	0.4	0.3
HSF-1 act	6	41	2	-10	-2	-25	-23	32
AI-2 QS mod	10	5	14	8	14	7	17	10

25	O=C(c1ccc(-c2nc3ccccc3s2)o1)N1CCN(c2ccccc2O)CC1
26	Cc1nc2ncnn2c(N2CCN(S(=O)(=O)c3ccc(Br)cc3)CC2)c1C
27	O=C(Nc1nnc(-c2ccccc2)o1)c1cccc(N2C(=O)CCC2=O)c1
28	CNc1nc(=S)[nH]c2ccccc12
29	O=C(CN1CCOCC1)Nc1scc2c1c(=O)oc1ccccc12
30	CCC(=O)N1CCc2cc(S(=O)(=O)NCCC(=O)NCc3ccccc3OC)ccc21
31	CCOC(=O)c1cnc(SC)nc1N1CCCC1
32	CC1Cc2cc(/C(O)=C3/C(=O)C(=O)N(CCCn4ccnc4)C3c3ccco3)ccc2O1 (centres undefined)
Assay by compound	25	26	27	28	29	30	31	32
HDAC3 inhib	-2	4	3	2	-1	-3	0	-3
aSyn UTR inh	-52	4	-6	-9	-11	19	6	x
HSP90 inh	4	-6	-2	0	0	-2	-2	42*
Platelet DG rel	-9	-2	6	-2	-2	4	-2	x
HSF1 inhib	1	-5	-4	-5	-1	4	-1	x
IEC-6 tox	9	-3	3	-6	5	-6	7	1
KLF5 inhibitor	-35	-26	7	-28	-24	-21	-22	7
HIF activator	1.1	-0.1	0.5	-2.5	1.3	-0.6	-0.5	x
HSF-1 act	20	6	-10	-10	0	1	-10	x
AI-2 QS mod	20	12	33	27	10	19	-2	14

33	CCOC(=O)COc1cccc2c(=O)n(CC(=O)N3CCN(C(=O)OCC)CC3)ccc12
34	C=CCNC(=O)COc1ccc(Br)cc1Cl
35	C/C(CC(=O)Nc1ccc2c(c1)OCCO2)=N\NC(=O)c1ccccn1
36	CC(NC(=S)Nc1ccc(S(=O)(=O)N2CCOCC2)cc1)C1CC2CCC1C2 (centres undefined)
37	COc1ccc2[nH]c3c(c2c1)CCNC3(C)CCc1ccc(Cl)nc1 (centres undefined)
38	CSc1ccc(/C=N/NC(=O)c2cc(O)cc(O)c2)cc1
39	COc1ccc(/C=N/NC(=O)CN2CCS(=O)(=O)CC2)cc1
40	Cc1ccn2c(NC(=O)c3ccccc3)c(-c3ccccc3)nc2c1
Assay by compound	33	34	35	36	37	38	39	40
HDAC3 inhib	2	2	-3	9	2	8	3	1
aSyn UTR inh	-1	-103	-143	24	-14	10	-13	-18
HSP90 inh	-2	-3	-1	5	-2	-1	0	0
Platelet DG rel	u	5	5	4	2	33	1	1
HSF1 inhib	-5	29	18	1	2	x	-2	3
IEC-6 tox	2	0	-6	-2	-2	7	-6	-2
KLF5 inhibitor	-24	-79	-106	24	-46	-16	-6	-40
HIF activator	-0.3	1.2	3.3	-1.0	0.8	x	0.4	-0.3
HSF-1 act	-3	32	49	-11	1	x	-27	31
AI-2 QS mod	30	8	40	20	5	-3	17	21

Entries above shown as hits in HSP90 inh.
entry	SMILES	HDAC3 inhib	aSyn UTR inh	HSP90 inh	Platelet DG rel	HSF1 inhib	KLF5 inhibitor	HSF-1 act	AI-2 QS mod
32	CC1Cc2cc(/C(O)=C3/C(=O)C(=O)N(CCCn4ccnc4)C3c3ccco3)ccc2O1 (centres undefined)	-3	x	42*	x	x	7	x	14

The list continues.
41	COc1ccc(C)cc1N(C(=O)c1ccc(F)cc1)c1nc2ccccc2s1
42	CC(C)CCNC(=O)C(c1cccnc1)N(CCc1ccccc1)C(=O)Cn1nnc2ccccc21 (centres undefined)
43	Cc1cc(C)nc(N/N=C/c2sccc2C)n1
44	CCO[C@@H]1OC(C(=O)O)=C[C@H](c2cn(C(C)=O)c3ccccc23)[C@H]1CCCO
45	CC(C)(C)NC(=O)Cn1c(SCC(N)=O)nc2ccccc21
46	COc1ccccc1CN1CC(C(=O)N2CCOCC2)CCC1=O (centres undefined)
47	CCOC(=O)CCC(=O)Nc1ccc(S(=O)(=O)N2CCc3ccccc32)cc1
48	O=C(Nc1ccc(F)cc1F)c1ccc2ncsc2c1
Assay by compound	41	42	43	44	45	46	47	48
HDAC3 inhib	8	-10	-3	3	1	0	13	2
aSyn UTR inh	-2	7	-82	3	-1	-1	-4	-120
HSP90 inh	1	1	-1	x	-1	-2	1	0
Platelet DG rel	-4	8	9	-3	-6	10	4	3
HSF1 inhib	5	-3	0	-5	-10	2	-32	-7
IEC-6 tox	2	-5	7	x	4	0	-4	3
KLF5 inhibitor	8	-8	0	x	-16	-49	16	-130
HIF activator	-0.5	-0.3	1.8	-0.5	0.5	-0.1	-0.4	3.6
HSF-1 act	5	-7	16	-12	-17	10	-44	-9
AI-2 QS mod	19	-7	0	12	9	20	14	21

Structures shown so far with a thiophene ring, fused or not (2):
29	O=C(CN1CCOCC1)Nc1scc2c1c(=O)oc1ccccc12
43	Cc1cc(C)nc(N/N=C/c2sccc2C)n1
Assay by compound	29	43
HDAC3 inhib	-1	-3
aSyn UTR inh	-11	-82
HSP90 inh	0	-1
Platelet DG rel	-2	9
HSF1 inhib	-1	0
IEC-6 tox	5	7
KLF5 inhibitor	-24	0
HIF activator	1.3	1.8
HSF-1 act	0	16
AI-2 QS mod	10	0

Later entries:
49	CCCS(=O)(=O)N1CCN(Cc2ccccc2[N+](=O)[O-])CC1
50	CS(=O)(=O)N(CC(=O)NCCSCc1ccccc1Cl)c1ccccc1F
51	CC(NC(=S)Nc1ccccc1Cl)C(c1ccccc1)N1CCOCC1 (centres undefined)
52	CCOC(=O)c1c(NC2=NS(=O)(=O)c3ccccc32)sc2c1CCCCC2
53	CC1(C)CC(=O)c2sc(NC(=O)C(C)(C)C)nc2C1
54	Cc1nc(-c2cc(C#N)c(=O)[nH]c2C)cs1
55	NC(=O)C1CCN(C(=O)CCC(=O)c2ccc(F)cc2)CC1
56	CC1(c2nnc(Cc3ccccc3)o2)CC(c2ccc(OC(F)(F)F)cc2)=NO1 (centres undefined)
57	O=c1[nH]c2ccccc2n1Cc1ccc(F)cc1
58	CCCCc1ccc(-c2nc(N)n[nH]2)cc1
Assay by compound	49	50	51	52	53	54	55	56	57	58
HDAC3 inhib	0	2	-15	5	-2	-10	2	-7	-1	-5
aSyn UTR inh	7	12	0	-63	-184	13	-3	18	15	-100
HSP90 inh	6	-5	-2	1	-4	2	-1	x	-3	-4
Platelet DG rel	2	2	0	8	0	36	11	-4	-11	1
HSF1 inhib	-2	-8	5	-11	6	0	3	0	-3	11
IEC-6 tox	5	-3	-6	4	0	0	2	x	0	-1
KLF5 inhibitor	-16	-36	12	-6	-49	-22	-27	x	-14	-78
HIF activator	0.2	-7.6	-0.2	0.9	2.9	-0.1	-1.3	0.1	-0.1	3.6
HSF-1 act	-14	-1	22	-18	40	6	-4	-9	13	38
AI-2 QS mod	20	4	3	13	-6	30	6	42	4	31

High-throughput results deposited in PubChem BioAssay by several laboratories.
